Source: PubChem
FLuc inh: Firefly luciferase inhibition profiling of diverse chemical library using quantitative high-throughput screening | Luciferin 4-monooxygenase (Photinus pyralis), P08659 | purified P. pyralis luciferase, luminescence, biochemical | Potency, µM (series often up to 115 µM), for the others: at the highest dose activity change, negative = inhibition, most hits filed as inhibitors | 76,000 compounds, 2.5% hits; note: potency is the fitted concentration of half-maximal effect; nearly all actives have a fitted effect of over 65% in size
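Luminescence read by CCD imager after adding enzyme (10nM final) to wells holding compound, titrated in qHTS. Substrates 10uM each D-luciferin and ATP; buffer 50mM Tris acetate pH 7.5, 10mM Mg acetate, Tween-20, BSA.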
SNCA viab count: GF-AFC viability counterscreen for inhibitors of alpha-synuclein gene (SNCA) expression; HEK-293-SNCA-luc viability, GF-AFC fluorescence, 24 h; Potency, µM (top dose mostly 57.1 µM), without a hit: top-dose activity change, negative = cytotoxicity, most hits filed as cytotoxic; 150,000 compounds, 0.12% hits;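 note: potency is the fitted concentration of half-maximal effect; 0% = DMSO-treated cells and -100% = medium-only wells without cells; nearly all actives have a fitted effect of over 30% in size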
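HEK-293-SNCA-luc cells (1500/well) plated 24 h, then exposed 24 h to a dilution series; GF-AFC added 30 min at 37C, fluorescence 405/540 nm; normalised to medium-only and DMSO wells, Hill fit.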
SNCA expr inhib: Primary qHTS assay for inhibitors of alpha-synuclein gene (SNCA) expression; HEK-293 SNCA-luciferase knock-in, luminescence, 24 h; Potency, µM (titrated, usually from 57.2 µM), for the others: at the top dose activity change, negative = inhibition, usual class: inhibitors; 140,000 compounds, 0.17% hits; AID 1671194, 2021;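 note: potency is the fitted concentration of half-maximal effect; plate controls were DMSO cells for no effect and cell-free wells for full effect; nearly all actives have a fitted effect of over 45% in size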
HEK293 tox: Cytotoxic Profiling in HEK 293 Cell Line of Diverse Libraries Using Quantitative High-Throughput Screening; HEK 293 viability, ATP luminescence (CellTiter-Glo), 48-72 h; Potency, µM (titrated, usually from 115 µM), inactives show at the top dose activity change, negative = cytotoxicity, usual class: inhibitors; 94,000 compounds, 6.6% hits; AID 1345083, 2018; note: potency is the fitted concentration of half-maximal effect; nearly all actives have a fitted effect of over 60% in size
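Read-out: CellTiter-Glo ATP luminescence. Cells: HEK 293, 250 cells/well. Exposure: 48 or 72 hr, 37 degree Celsius.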
GPT2 inh: Primary qHTS assay for inhibitors of Glutamate pyruvate transaminase 2 (GPT2). Potency, µM (highest dose often 57.7 µM), without a hit: at the highest dose activity change, negative = inhibition, actives largely listed as inhibitors. Alanine aminotransferase 2 (Homo sapiens), Q8TD30. 100,000 compounds, 0.25% hits. Recombinant GPT2, coupled pyruvate oxidase/HRP Amplex Red fluorescence; note: potency is the fitted concentration of half-maximal effect; nearly all actives have a fitted effect of over 60% in size; many of its hits are not listed in these tables
Target sequence (Q8TD30 whole entry, looked up): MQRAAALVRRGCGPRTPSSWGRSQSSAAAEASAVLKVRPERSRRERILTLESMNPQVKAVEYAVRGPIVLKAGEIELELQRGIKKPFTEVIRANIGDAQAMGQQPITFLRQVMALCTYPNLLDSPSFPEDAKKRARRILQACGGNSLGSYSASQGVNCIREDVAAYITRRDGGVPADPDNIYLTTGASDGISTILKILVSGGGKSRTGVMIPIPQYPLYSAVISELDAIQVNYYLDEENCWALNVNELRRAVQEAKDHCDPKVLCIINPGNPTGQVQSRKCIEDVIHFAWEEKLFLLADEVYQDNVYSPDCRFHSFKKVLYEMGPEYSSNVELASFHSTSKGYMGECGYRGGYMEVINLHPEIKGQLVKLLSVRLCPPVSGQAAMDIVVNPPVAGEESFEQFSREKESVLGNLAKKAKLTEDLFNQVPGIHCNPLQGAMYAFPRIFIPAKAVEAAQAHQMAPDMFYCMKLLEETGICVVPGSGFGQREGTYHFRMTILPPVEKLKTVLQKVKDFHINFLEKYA
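Fluorescence read-out: pyruvate from GPT2 turnover coupled to pyruvate oxidase, HRP and Amplex Red (0.2mM ThPP, 0.2U/mL PO and HRP, 50uM Amplex final). Substrates 250uM a-KG, 2mM L-alanine; enzyme 10ng/uL; 30 min RT.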
IP6K1 inh: Primary qHTS assay for small molecule inhibitors of Inositol hexaphosphate kinase 1 (IP6K1); IP6K1 kinase, ADP-Glo luminescence, 2 h; hits give low values; activity change, % (series mostly up to about 58 µM); 140,000 compounds, 0.81% hits; in the data active = activity change below about -25%
Target sequence (Q92551 whole entry, looked up): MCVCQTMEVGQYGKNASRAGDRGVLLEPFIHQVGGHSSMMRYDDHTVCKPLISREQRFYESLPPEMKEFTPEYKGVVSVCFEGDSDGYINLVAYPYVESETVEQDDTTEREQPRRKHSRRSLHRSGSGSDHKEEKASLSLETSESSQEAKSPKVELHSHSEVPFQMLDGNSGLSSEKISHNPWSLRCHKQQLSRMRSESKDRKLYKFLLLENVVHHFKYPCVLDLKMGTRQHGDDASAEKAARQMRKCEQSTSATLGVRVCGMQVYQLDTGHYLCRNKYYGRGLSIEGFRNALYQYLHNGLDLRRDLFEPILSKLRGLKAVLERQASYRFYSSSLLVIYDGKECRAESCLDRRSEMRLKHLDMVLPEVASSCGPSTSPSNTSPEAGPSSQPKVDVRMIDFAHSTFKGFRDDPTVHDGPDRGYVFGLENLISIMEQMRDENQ
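ADP-Glo luminescence measures ADP made by human IP6K1 during a 2 h RT reaction with ATP/IP6 (mix at 1.3 mM/130 uM); top library doses 57.5 and 19.1 uM final.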
NIH3T3 tox: Cytotoxic Profiling in NIH 3T3 Cell Line of Diverse Libraries Using Quantitative High-Throughput Screening | Potency, µM (doses to about 96.7 µM), without a hit: at the top dose activity change, negative = cytotoxicity, most hits filed as inhibitors | 94,000 compounds, 4.3% hits | NIH 3T3 viability, CellTiter-Glo ATP luminescence, 48-72 h; note: potency is the fitted concentration of half-maximal effect; nearly all actives have a fitted effect of over 55% in size
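First NIH 3T3 cells are plated at 400 cells/well; next compound is pinned in; then plates incubate 48 or 72 hr at 37 °C; finally CellTiter-Glo is added and luminescence read after 10 min.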
Numbers without * were called inactive; i = inactive; u = inconclusive; x = no result given; & = joins results of further samples; ! = a repeat was not active; [ ] = another dose, or the depositor's remark. Unless noted, calls come from the whole dose curve; as a rule, active = well fitted curve in the direction sought with a large enough effect; inconclusive = small, poorly fitted or top-dose-only effect, or another doubt; inactive = no such curve, though single readings can be large; an effect the other way counts as inactive or inconclusive. Unless noted, % is set by controls: 0 for no effect and ±100 for the full control effect.

Below each compound – FLuc inh, SNCA viab count, SNCA expr inhib, HEK293 tox, GPT2 inh, IP6K1 inh, NIH3T3 tox
(1) CCc1cccc(NC(=O)Cn2nc(-c3ccc(OC)cc3)ccc2=O)c1
    x, -5%, -7%, x, x, -2, x
(2) COCCNC(=O)[C@@H]1C[C@H](Oc2ccccc2)CN1C(=O)c1nn(C)c2ccccc12
    1%, 1%, u, u, -13%, 21, -14%
(3) O=S(=O)(c1cccnc1)N1CCC(c2nc(C3CC3)no2)C1 (centres undefined)
    4%, -7%, -15%, -15%, i, 0, -14%
(4) O=C(CSc1nc2c(c(=O)[nH]1)CN(Cc1ccc3c(c1)OCO3)CC2)Nc1ccccc1Cl
    x, -1%, -3%, x, x, 1, x
(5) O=C(Nc1nc2ccc(Cl)cc2s1)c1ccc(S(=O)(=O)N2CCCC2)cc1
    x, 5%, 8%, x, x, 30, x
(6) C[S+](=O)([O-])N1CCC(c2nnc3n2C(C(=O)NCc2ccccc2)CC3)CC1 (centres undefined)
    x, -2%, 3%, -19%, -4%, 8, -15%
(7) COCC(=O)N[C@H]1C[C@@H](CO)N(Cc2ccc(C)s2)C1
    -13%, -14%, 1%, 6%, 2%, 6, 2%
(8) Cc1noc(C)c1Cc1ccc(C(=O)N2CCCCCCNC(=O)[C@@H]3CCCC[C@@H]32)o1
    -2%, -7%, -6%, -18%, -23%, -15, u
(9) COc1ccc(NC(=O)CN2C(=O)COc3ccc(S(=O)(=O)N4CCCCCC4)cc32)cc1
    x, u, u, x, x, -20, x
(10) Cc1ccc(NC(=O)CN2CCN(C3CCCCC3)C(=O)C2=O)cc1C
    x, -11%, 5%, x, x, 15, x
(11) CCOc1cccc(-c2nc(C(=O)NCC3CCCO3)cs2)c1 (centres undefined)
    -18%, 3%, -8%, u, -11%, -1, u
(12) CC(C)c1nn2c(=O)cc(COC(=O)c3cccc(NC(=O)CCc4ccccc4)c3)nc2s1
    x, -5%, 37%[activator], x, x, 16, x
(13) Cc1cccc(NC(=O)C(=O)c2cc(C)n(-c3ccccc3)c2C)c1C
    x, -2%, 89%[activator], x, x, 8, x
(14) CC(C)(C)CC(=O)N[C@@H]1C=C(C(=O)NCC(N)=O)C[C@@H](O)[C@@H]1O
    2%[172 µM], 7%[87.6 µM], 2%[87.6 µM], -7%[172 µM], -4%[88.5 µM], 1, -4%[174 µM]
(15) O=C(CSc1nc(=O)n(Cc2ccccn2)c2c1CCC2)Nc1cccc(Cl)c1
    x, 5%, -12%, x, x, 20, x

Four entries drawn at random from the list so far, as already listed:
Below each compound – FLuc inh, SNCA viab count, SNCA expr inhib, HEK293 tox, GPT2 inh, IP6K1 inh, NIH3T3 tox
(3) O=S(=O)(c1cccnc1)N1CCC(c2nc(C3CC3)no2)C1 (centres undefined)
    4%, -7%, -15%, -15%, i, 0, -14%
(4) O=C(CSc1nc2c(c(=O)[nH]1)CN(Cc1ccc3c(c1)OCO3)CC2)Nc1ccccc1Cl
    x, -1%, -3%, x, x, 1, x
(11) CCOc1cccc(-c2nc(C(=O)NCC3CCCO3)cs2)c1 (centres undefined)
    -18%, 3%, -8%, u, -11%, -1, u
(6) C[S+](=O)([O-])N1CCC(c2nnc3n2C(C(=O)NCc2ccccc2)CC3)CC1 (centres undefined)
    x, -2%, 3%, -19%, -4%, 8, -15%

Three of these compounds, set out differently:
entry | SMILES | FLuc inh | SNCA viab count | SNCA expr inhib | HEK293 tox | GPT2 inh | IP6K1 inh | NIH3T3 tox
7 | COCC(=O)N[C@H]1C[C@@H](CO)N(Cc2ccc(C)s2)C1 | -13% | -14% | 1% | 6% | 2% | 6 | 2%
8 | Cc1noc(C)c1Cc1ccc(C(=O)N2CCCCCCNC(=O)[C@@H]3CCCC[C@@H]32)o1 | -2% | -7% | -6% | -18% | -23% | -15 | u
9 | COc1ccc(NC(=O)CN2C(=O)COc3ccc(S(=O)(=O)N4CCCCCC4)cc32)cc1 | x | u | u | x | x | -20 | x

Exported tab-delimited: three of the compounds above.
item	molecule	FLuc inh	SNCA viab count	SNCA expr inhib	HEK293 tox	GPT2 inh	IP6K1 inh	NIH3T3 tox
12	CC(C)c1nn2c(=O)cc(COC(=O)c3cccc(NC(=O)CCc4ccccc4)c3)nc2s1	x	-5%	37%[activator]	x	x	16	x
13	Cc1cccc(NC(=O)C(=O)c2cc(C)n(-c3ccccc3)c2C)c1C	x	-2%	89%[activator]	x	x	8	x
14	CC(C)(C)CC(=O)N[C@@H]1C=C(C(=O)NCC(N)=O)C[C@@H](O)[C@@H]1O	2%[172 µM]	7%[87.6 µM]	2%[87.6 µM]	-7%[172 µM]	-4%[88.5 µM]	1	-4%[174 µM]

(next part)
Below each compound – FLuc inh, SNCA viab count, SNCA expr inhib, HEK293 tox, GPT2 inh, IP6K1 inh, NIH3T3 tox
(16) NC(=O)C1CCN(S(=O)(=O)c2cc3c(cc2Cl)NC(=O)CO3)CC1
    x, -3%, 4%, x, x, 2, x
(17) CCOc1ccc(NC(=O)NCc2ccc3c(c2)CCN3C(C)=O)cc1
    x, 3%, -9%, x, x, 31, x
(18) Cc1ccc(C)c(CN2CCc3nc(N(C)Cc4cccnc4)[nH]c(=O)c3CC2)c1
    4%, -11%, -6%, u, i, 0, u
(19) C[S+](=O)([O-])N1CCC(c2nnc3n2C(C(=O)NCc2ccc(Cl)cc2)CC3)CC1 (centres undefined)
    x, 1%, 51%, i, 2%, -3, 0%
(20) Cc1ccc2ccc3cc(C(=O)Nc4ccc(C)c(F)c4)nc3c2[nH]1
    x, -13%, 38%[activator], x, x, 24, x
(21) CNC(=O)[C@@H](C1CC1)N1CCC[C@H]1C(=O)NCCOC
    -5%[172 µM], 6%[87.6 µM], 9%[87.6 µM], i, u, -14, 4%[174 µM]
(22) CN(C)CCNc1cc2c(cn1)NCCN(Cc1ccccc1)C2
    3%[172 µM], 3%[87.6 µM], 25%[87.6 µM], u, u, -12, u
(23) CC(C)CCOc1ccc(C(=O)Nc2sc3c(c2C#N)CCCCC3)cc1
    x, 6%, -12%, x, x, 1, x
(24) COCCn1c(CNC(=O)c2cccc(N(C)C)c2)nc2cccnc21
    x, -8%, 133%[activator], x, x, -3, x
(25) CCOC(=O)c1c(S(=O)(=O)N2CCCC(C(=O)Nc3cccc(Cl)c3)C2)c(C)n(C)c1C (centres undefined)
    x, 6%, 4%, x, x, 21, x
(26) Cn1cccc1C(=O)N1CCc2nn(Cc3ccccc3)c(=O)n2CC1
    -7%, 2%, -13%, -7%, 2%, 6, -17%
(27) NC(=O)N1CCCC(C(=O)NCc2ncc3c(n2)CCC3)C1 (centres undefined)
    1%, 11%, -1%, -21%, -2%, -12, 1%
(28) Cc1ccc(NC(=O)C2CC(=O)Nc3ncnn32)cc1 (centres undefined)
    0%, 7%, 15%, -1%, -2%, -4, i
(29) CCOC(=O)[C@H]1C[C@]2(CCCCN(CCOC)C2=O)N(C(=O)Cc2ccc(F)cc2)[C@H]1c1ccccc1
    x, x, x, u, x, 11, u
(30) COc1ccc2nc3n(c2c1)[C@@H](CNC1CCOCC1)COC3
    -4%[172 µM], 5%[87.6 µM], 17%[87.6 µM], -21%[172 µM], -8%[88.5 µM], -6, u
(31) COc1cc2nc(NC(=O)c3ccc(S(=O)(=O)N4CCCC4)cc3)sc2cc1OC
    x, 8%, 2%, x, x, 1, x
(32) Cc1ccc(CNC(=O)c2ccc3c(O)c(S(=O)(=O)c4ccc(Cl)cc4)c(=O)[nH]c3c2)cc1
    x, 4%, -2%, x, x, -8, x
(33) COCc1nnc2n1CCC(NC(=O)COc1ccc(Cl)cc1C)CC2 (centres undefined)
    2%, -11%, -10%, -6%, i, 0, -13%
(34) O=C(c1cn(CCC2CCCCN2Cc2cccnc2)nn1)N1CCOCC1 (centres undefined)
    x, 3%, -8%, -4%, 4%, 12, -14%
(35) CC(c1ccon1)N(C)Cc1cnc(S(=O)(=O)C(C)C)n1Cc1ccccc1F (centres undefined)
    10%, -2%, 2%, -13%, -9%, 1, -27%
(36) COCC(=O)N1CCC(c2nn(-c3ccc(OC)cc3)c(=O)[nH]2)CC1
    1%, -12%, u, -2%, i, 6, -1%
(37) CCCn1cnc2c1CN(C(=O)c1ccc(F)cc1)[C@H](C(=O)OC)C2
    -13%[172 µM], -6%[87.6 µM], -5%[87.6 µM], -1%[172 µM], i, -5, -13%[174 µM]
(38) O=C(NCc1nnc2n1C(C(=O)N1CCCC1)CC2)Nc1cccnc1 (centres undefined)
    x, 0%, 27%, 1%, -4%, 2, i
(39) COc1ccc(CNC(=O)O[C@H]2COCCN(c3nc4ccccc4o3)C2)cc1
    5%[172 µM], 0%[87.6 µM], 0%[87.6 µM], -18%[172 µM], i, -4, -23%[138 µM]
(40) CC(=O)c1cccc(NC(=O)C2CCN(S(=O)(=O)c3ccccc3)CC2)c1
    x, 7%, -13%, x, x, -14, x
(41) CN1CCCN(C(=O)C2CCCC2)c2ccccc21
    -7%, 10%, -14%, 89µM*, i, 8, u
(42) O[C@@H]1C[C@@H](c2nc(-c3ccccn3)no2)N(Cc2cccs2)C1
    35µM*, -1%[87.6 µM], 42%[activator][87.6 µM], u, -4%[88.5 µM], 8, -13%[174 µM]
(43) O=C(NCCCc1ccccc1)C1CCc2nnc(C3CCN([S+](=O)([O-])c4ccccc4Cl)CC3)n21 (centres undefined)
    x, 3%, -24%, -18%, 5%, 5, u
(44) COc1ccc(C)cc1NC(=O)CN1C(=O)COc2ccc(S(=O)(=O)NC3CCCC3)cc21
    x, u, 18%, x, x, -3, x
(45) O=[S+]1([O-])c2cnccc2O[C@@H](COCc2ccccc2)CN1Cc1cccc(F)c1
    x, x, x, u, x, 4, u
(46) O=c1n(-c2ccc(C(F)(F)F)cc2)nc2n1CCN(Cc1ccc(C(F)(F)F)cc1)C2
    -4%, 4%&3%, 5%&-29%, 35µM*!, u, -1&23, u
(47) COc1ccc(NC(=O)c2cccc3c2CCN3C(=O)c2ccc(F)cc2)cc1OC
    u, -3%, 106%[activator], -2%, -7%, -12, 2%
